Assay outcomes as filed in PubChem.
zVAD death inh = inhibitors of zVAD-triggered necroptosis, primary screen, L929 cells; viability rescue, % at 10 µM; L929 zVAD necroptosis rescue, ATP luminescence, 24 h; with zVAD 60 µM; 220,000 compounds, 0.38% hits;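 active means activation, scaled between plate controls, above about 75%, limit read from the data; inactive means activation under that limit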;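 further: 0% = zVAD with DMSO and 100% = DMSO alone without zVAD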
PGE2 EP2 inh = human EP2 receptor antagonists, primary screen, TR-FRET cAMP, C6 glioma cells; AID 1422, 2008; Prostaglandin E2 receptor EP2 subtype (Homo sapiens), P43116; inhibition, % at 25 µM; C6 glioma cells expressing human EP2; cells stimulated with saturating PGE2; 260,000 compounds, 0.52% hits;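 active means percent inhibition above 40 after rounding to a whole number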;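 further: rat C6 glioma host cells with rolipram phosphodiesterase inhibitor present; the protocol text gives 20 µM as final concentration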
Target sequence (P43116 whole entry, looked up): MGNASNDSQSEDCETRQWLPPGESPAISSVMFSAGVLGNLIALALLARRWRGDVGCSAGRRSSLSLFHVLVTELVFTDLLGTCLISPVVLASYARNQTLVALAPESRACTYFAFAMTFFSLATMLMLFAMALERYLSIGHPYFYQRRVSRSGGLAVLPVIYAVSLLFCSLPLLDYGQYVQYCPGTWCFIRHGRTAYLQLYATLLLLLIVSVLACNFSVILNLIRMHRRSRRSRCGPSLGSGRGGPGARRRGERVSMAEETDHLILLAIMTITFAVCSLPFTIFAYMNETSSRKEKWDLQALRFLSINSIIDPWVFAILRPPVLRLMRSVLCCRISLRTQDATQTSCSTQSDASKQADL
TNF death inh = inhibitors of TNF-alpha triggered necroptosis, primary screen, cell-based, Jurkat FADD-/-, single concentration | Jurkat FADD-/- TNF necroptosis rescue, ATP luminescence, 24 h; 0 = TNF only, 100 = no-TNF cells | activation (protection from cell death), % at 10 µM | 220,000 compounds, 0.068% hits;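 active means activation, meaning protection from cell death, of at least 50% relative to plate controls; inactive means activation below 50%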;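 further: necroptosis triggered by 40 ng/mL TNF-alpha added together with compound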
Hck-Nef inh = inhibitors of Nef-activated human Hck kinase, primary screen, biochemical, Z-Lyte FRET, 384-well, Hck-YEEI. Tyrosine-protein kinase HCK (Homo sapiens), P08631. Recombinant Hck-YEEI plus Nef, Z-Lyte FRET kinase assay. inhibition, % at 20 µM. 220,000 compounds, 0.68% hits. AID 463187, 2010;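 active means Hck-Nef kinase inhibition above about 50%, limit read from the data; inactive means inhibition below that limit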;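 further: 0% = DMSO with Hck plus Nef and 100% = Hck alone without Nef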
Target sequence (P08631 whole entry, looked up): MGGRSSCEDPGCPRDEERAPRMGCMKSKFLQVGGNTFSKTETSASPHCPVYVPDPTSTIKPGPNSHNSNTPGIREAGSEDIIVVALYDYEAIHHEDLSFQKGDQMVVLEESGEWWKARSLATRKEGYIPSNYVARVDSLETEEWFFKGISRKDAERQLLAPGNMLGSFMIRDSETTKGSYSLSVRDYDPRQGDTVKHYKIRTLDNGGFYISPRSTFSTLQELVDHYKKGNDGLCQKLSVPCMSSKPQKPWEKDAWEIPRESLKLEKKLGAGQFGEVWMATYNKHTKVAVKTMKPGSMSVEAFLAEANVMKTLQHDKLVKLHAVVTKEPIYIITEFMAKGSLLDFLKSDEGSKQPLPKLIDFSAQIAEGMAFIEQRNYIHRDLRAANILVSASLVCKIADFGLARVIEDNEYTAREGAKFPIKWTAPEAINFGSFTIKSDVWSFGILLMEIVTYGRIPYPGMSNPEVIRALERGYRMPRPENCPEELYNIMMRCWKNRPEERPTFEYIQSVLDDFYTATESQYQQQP
EP2 modulator = EP2 receptor modulators, cAMP readout, primary screen, cell-based, HTRF cAMP, PGE2 stimulation; Prostaglandin E2 receptor EP2 subtype (Homo sapiens), P43116; AID 940, 2007; induction, % at 25 µM; 260,000 compounds, 0.83% hits; EP2-expressing cells, cAMP HTRF FRET, PGE2 co-stimulation;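 active means compounds whose cAMP rise, as percent of the full-agonist control response, exceeds 60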;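 further: rat C6 glioma line stably carrying human EP2 under a CMV promoter; the protocol text gives 20 µM as final concentration; 100% = response of wells given 1 µM PGE2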
Runt-CBFb FRET = inhibitors of RUNX1 Runt–CBFb binding, primary screen, biochemical, FRET, Cerulean-Runt, Venus-CBFb, uHTS | Runt-related transcription factor 1 (Homo sapiens) + Core-binding factor subunit beta … | Cerulean-Runt/Venus-CBFb FRET ratio 530/480, 1 h | inhibition, % at 20 µM | 220,000 compounds, 0.46% hits | AID 1496, 2009;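 active means inhibition over about 50% at 20 µM in the single-dose screen, limit read from the data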;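 further: 0% = DMSO wells and 100% = excess unlabeled CBFb competitor control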
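Assay system: Cerulean-Runt domain / Medium: Tris 50 mM pH 7.5, KCl, K2SO4, 0.01% BSA / Timing: protein complex preformed 1 h, compound exposure 1 h, room temperature, dark / Measured by: FRET, excitation 422 nm, emission at 530 and 480 nm / Evaluation: loss of energy transfer signal / Control set: 5 µM unlabeled CBFb as full-inhibition high control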
Runt-SMMHC FRET = inhibitors of RUNX1 Runt–CBFb-SMMHC binding, primary screen, biochemical, FRET, Cerulean-Runt, Venus-CBFb-SMMHC, uHTS; inhibition, % at 20 µM; 220,000 compounds, 0.74% hits; Cerulean-Runt/Venus-CBFb-SMMHC FRET ratio 530/480, 1 h; AID 1434, 2008;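 active means mean inhibition across duplicate retests at 20 µM reaching about 50%, limit read from the data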;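 further: 0% = DMSO wells and 100% = wells with excess untagged CBFb-SMMHC; inhibitors lower the FRET ratio by blocking Runt binding to CBFb-SMMHC; some results filed as inactive read as strong as hits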
RBBP9 inhibitor = human RBBP9 inhibitors, primary screen, biochemical, fluorescence polarization, FP-Rh probe, HTS. recombinant RBBP9. inhibition, % at 7.94 µM. 220,000 compounds, 0.2% hits. AID 1515, 2009;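 active means inhibition above the campaign mean of all tested compounds plus 3 SD, cut at about 14% in these data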;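 further: plate controls were DMSO wells with RBBP9 for no effect and wells lacking RBBP9 protein for full effect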
Target sequence (O75884 whole entry, looked up): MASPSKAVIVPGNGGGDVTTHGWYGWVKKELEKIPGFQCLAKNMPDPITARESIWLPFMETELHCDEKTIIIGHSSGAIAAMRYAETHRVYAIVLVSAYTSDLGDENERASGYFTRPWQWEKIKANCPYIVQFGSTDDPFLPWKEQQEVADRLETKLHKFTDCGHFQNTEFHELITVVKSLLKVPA
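system = RBBP9 protein | input = RBBP9 at 2.5 µM in dispensed solution, before mixing | measured by = fluorescence polarization (mP), excitation 525 nm, emission 598 nm | incubation = enzyme-compound preincubation 30 min, then probe labeling 45 min, 25 °C | buffer or medium = Tris-NaCl-Pluronic buffer, pH 8.0 | compound = single dose 7.94 µM | also added = FP-Rh probe, 375 nM dispensing solution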
PERK inh = block of dimerizer-induced PERK translation repression, primary screen, PERK inhibitor project, CHO PERK-DD cells, SEAP luminescence, HTS; Eukaryotic translation initiation factor 2-alpha kinase 3 (Homo sapiens), Q9NZJ5; CHO PERK-DD fusion, SEAP luminescence translation reporter; inhibition, % at 5.6 µM; 220,000 compounds, 0.17% hits; AID 1416, 2008;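 active means inhibition above the mean inhibition of all tested compounds plus 3 SD, set separately per screening campaign, cut at about 2.9% in these data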;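 further: PERK kinase domain activated by AP20187 dimerizer at 100 nM; 0% = DMSO with dimerizer and 100% = rapamycin at 8.4 µM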
* hit, by the source's call; . = no result given; & = joins results of further samples. These rows are one share of the data. The share of hits here may be higher or lower than overall.

SMILES	zVAD death inh	PGE2 EP2 inh	TNF death inh	Hck-Nef inh	EP2 modulator	Runt-CBFb FRET	Runt-SMMHC FRET	RBBP9 inhibitor	PERK inh
COc1cccc(NC(=O)CSc2nc3ccccc3c3nc4ccccc4n23)c1	1.6	3	1.2	13	12	-4	-2	-9	-0.1
CCCOc1ccc(CNC(=S)NCc2ccc(OC(C)C)cc2)cc1	0.3	10	0.9	1	14	-4	2	0	1.4
CCCN(CCC(=O)Nc1cc(OC)cc(OC)c1)CC1CC1	0.2	15	1.2	1	6	-2	2	-5	-0.8
COc1cccc2cc(-c3nnc(SCC(=O)NCCc4ccccc4)n3C)oc12	0.2	12	1.8	-22	-34	1	-9	2	0.5
C=CCn1cc(F)c(=O)n(CC=C)c1=O	-0.1	9	0.2	14	7	0	-4	2	0.9
NC(=O)N/N=C/c1c(Sc2nnnn2-c2ccccc2)nc2ccccn2c1=O	47	12	26	3	-13	3	6	-7	0.2
COc1ccc(OC)c(NC(=O)Nc2cc(C(=O)O)ccc2C)c1	0.2	7	0.6	2	18	0	0	-9	0.9
C=CCN(Cc1nc(-c2ccc(OC)c(OC)c2)oc1C)C1CCS(=O)(=O)C1 (stereo not given)	0.5	7	0.0	19	-19	.	.	-1	-0.4
c1csc(-c2nnc3ccccn23)c1	-0.7	9	0.2	11	-11	1	-3	-9	0.3
NS(=O)(=O)c1ccc(CCNC(=O)COC(=O)CN2C(=O)C3CCCCC3C2=O)cc1 (stereo not given)	1.3	8	0.9	1	12	0	0	-3	1.4
O=C(CSc1nnc2ccccn12)NCc1ccc2c(c1)OCO2	1.7	4	0.0	21	13	-1	-5	-8	-0.1
Cn1c(NCCCN2CCOCC2)nc2c1c(=O)n(Cc1ccc(Cl)cc1Cl)c(=O)n2C	-0.7	7	-2.7	0	-14	-3	2	7	0.1
C=COC(=O)CSc1nc(-c2cccs2)ccc1C#N	-0.6	16	0.2	-1	.	-4	-22	-7	0.6
Cc1cc2[nH]cnc2c([N+](=O)[O-])c1C	6.3	9	-1.5	23	-25	1	2	2	0.9
Brc1ccc2[nH]c3nc(SCCN4CCOCC4)nnc3c2c1	0.6&0.0	4	-1.4&-0.3	25&24	-44	5	5	-12&-2	-0.8&0.5
CC(C)N(C(=O)COc1ccc(Br)cc1Cl)C(C)C	-0.1	3	3.5	1	17	-2	5	1	1.1
Cc1ccc(-c2csc3ncnc(Nc4ccc(C(=O)O)cc4)c23)cc1	-0.1	8	-5.6	55*	1	-3	-1	-1	-0.8
Cc1ccc2oc3nc(C)c(C(=O)O)cc3c(=O)c2c1	-0.4	10	-12	0	12	-6	0	3	1.7
CC(C)c1nc2sc3c(=O)[nH]cnc3c2c2c1CCCC2	0.6	9	1.0	0	43	-3	0	8	1.2
O=C(CCCN1C(=O)c2ccccc2C1=O)Nc1sc2c(c1C(=O)NCc1ccco1)CCC2	0.2	8	-0.1	1	6	0	-1	-13	-1.4
CC(C)C1Oc2ccccc2N(CC(=O)N(Cc2ccccn2)CC2CCCO2)C1=O (stereo not given)	-0.2	7&5	0.5	-5	14&-18	-1	-2	-5	-0.4
N/C(CC(=O)Nc1cccc(C(F)(F)F)c1)=N/O	-0.3	3	-0.1	1	7	0	1	-2	1.2
COc1ccccc1C(=O)N1CCN(c2nc3cc(C)c(C)cc3cc2C#N)CC1	2.3	12&13	-1.5	3	-35&-76	15	40	-8	-0.7
COc1cccc(-c2nnc(SCC(=O)OC(C)C)n2N)c1	0.3	0	-2.2	4	-7	-1	4	-6	0.7
NNc1nc(-c2ccccc2)cc(-c2ccccc2)n1	-0.7	4	-1.0	26	-69	0	6	-13	0.1
O=C1/C(=C2/NCCN2C2CC(=O)N(c3ccccc3)C2=O)CC/C1=C\c1ccccc1 (stereo not given)	0.2	5	0.8	12	-15	-1	-1	7	1.6
NC(=O)CCn1nc(-c2ccccc2)c2ccccc2c1=O	-0.2	6	-0.1	-2	6	-2	1	-5	0.5
COC(=O)Nc1ccc(S(=O)(=O)Nc2cnc3ccccc3n2)cc1	1.3	5	-0.6	6	22	1	-10	-6	1.9
Cc1nc2scc(-c3ccco3)c2c(=O)n1/N=C/N(C)C	0.2	19	-1.2	2	9	8	-3	-5	0.2
C/C(=N\OC(=O)c1ccc(F)cc1)c1sc(-c2ccccc2)nc1C	0.3	8	-5.4	2	-1	-1	-2	3	1.3
O=[N+]([O-])c1ccc(NC(=S)N/C(=N/CS(=O)(=O)c2ccccc2)c2ccccc2)cc1	-0.1	10	0.3	1	17	-1	0	0	0.7
Cn1ccnc1SCC(=O)c1ccc(O)cc1	0.6	10	-1.3	-5	10	1	1	-6	-0.8
COC(=O)c1c(NC(=S)Nc2ccccc2Cl)sc(C)c1C	0.1	17	-3.4	0	15	4	1	-6	2.1
O=C(CN(CCCN1CCOCC1)C(=O)Cn1nnc(-c2ccc(F)cc2)n1)NC1CCCCC1	0.1	2	-3.2	0	23	-2	2	-9	-0.2
O=C1C2CCCN2C(c2ccccc2)N1c1ccc(Cl)cc1 (stereo not given)	-0.1	10	0.4	1	43	-4	2	6	0.6
Cc1ccc(OC(=O)c2cccc(S(=O)(=O)N3CCCC3)c2)c(-n2nc3ccccc3n2)c1	0.2	9	-2.0	3	29	8	12	-10	0.5
CN(Cc1ccccc1)C(=O)CN1C(=O)C2C3C=CC(C3)C2C1=O (stereo not given)	0.3	8	-1.3	-2	30	-1	-2	-4	1.4
C[C@@H](C(=O)Nc1ccc2ccccc2c1)[C@H]1C[C@]1(C)[C@H](NS(=O)(=O)c1ccc(-c2ccccc2)cc1)c1ccccc1	6.2	10	6.0	-1	23	-3	1	-5	-0.1
O=C(COC(=O)c1ccc(F)cc1)NCCc1ccc(F)cc1	1.9	7	-0.2	1	-18	0	-4	1	-0.3
CC(C)[C@H](NC(=O)c1cccc(S(=O)(=O)N2CCCC2)c1)c1nc2ccccc2[nH]1	0.5	13	-1.3	2	-3	-2	9	4	1.7
C1CN(CC23CC4CC(CC(C4)C2)C3)CCO1	0.5	7&-2	-0.6	4	22&29	-3	-3	4	1.0
Cc1cc2cc(CNC(=O)COc3ccccc3)ccc2n1C	0.3	10	-1.5	12	-41	0	0	-3	-0.4
CC(=O)c1c(C)[nH]c(C(=O)OCn2nnc3ccccc3c2=O)c1C	1.2	8	-0.7	0	-44	-2	-3	-3	0.3
Cc1cc(-c2onc(C)c2C(N)=O)no1	0.4	11	4.2	7	28	0	-2	14*	0.9
CCOc1ccc(NC(=O)COc2ccc(C(=O)NC3CCCc4ccccc43)cc2OC)cc1 (stereo not given)	4.0	7	2.5	-1	10	1	-2	-7	-0.3
COC(=O)c1c(NC(=O)CC2SC(N)=NC2=O)sc2c1CCC(C(C)(C)C)C2 (stereo not given)	0.2	8	0.2	4	48	-9	0	-9	0.1
Cc1cc(OC(=O)Cc2cccc3ccccc23)c([N+](=O)[O-])c(=O)[nH]1	0.8	6	1.0	-4	5	0	0	-3	0.6
O=C(Cc1ccc(Cl)c(Cl)c1)Nc1ccc(SC(F)F)cc1	0.5	6	1.5	-1	-74	-1	3	-14	-0.5
O=C(NCc1cccnc1)C1CCCN(S(=O)(=O)c2ccc(Cl)cc2)C1 (stereo not given)	-0.1	8	-0.1	1	7	1	-6	4	-0.2
Cc1ccc(NC(=O)N(CCCN2CCOCC2)Cc2cc3cc4c(cc3[nH]c2=O)OCO4)cc1	2.3	.	1.2	1	1	-25	-32	-10	-0.7
(listing goes on)
SMILES	zVAD death inh	PGE2 EP2 inh	TNF death inh	Hck-Nef inh	EP2 modulator	Runt-CBFb FRET	Runt-SMMHC FRET	RBBP9 inhibitor	PERK inh
Clc1ccccc1OCc1nn2c(-c3ccncc3)nnc2s1	-0.5	5	-1.4	5	14	0	1	-4	1.3
COc1cc2c(cc1NC(=O)C(C)OC(=O)C1CC(=O)N(Cc3ccco3)C1)oc1ccccc12 (stereo not given)	0.3	7	-0.4	10	-15	-5	-18	-3	-0.5
CCOC(=O)N1CCN(c2c(NCCCN(CC)Cc3ccccc3)c(=O)c2=O)CC1	0.6	8	-0.4	1	13	0	-8	-3	-0.6
Cc1ccc(N(C(=O)C2CCC(=O)N2)C2(C(=O)NC3CCCC3)CCCCC2)cc1 (stereo not given)	-0.1	5	-0.8	3	28	2	1	-7	-0.2
O=c1c(Cc2c(F)cccc2Cl)c(O)ccn1CC1CCCO1 (stereo not given)	0.1	6	1.5	-5	42	0	2	-9	1.8
CN(CC(=O)Nc1ccccc1Sc1ccccc1)C1CCCCC1	0.3	6	0.0	7	64*	-2	-7	-3	-0.3
CC(=O)N(c1ccc2oc(=O)sc2c1)S(=O)(=O)c1ccccc1	2.4	12	-0.3	8	-18	60*	38	17*	1.0
CSCCC(NS(=O)(=O)c1ccc(Cl)cc1)C(=O)OCC(=O)NC12CC3CC(CC(C3)C1)C2 (stereo not given)	-0.3	6	0.0	1	28	-3	-2	-1	0.6
O=C1COc2ccc(C(=O)COC(=O)CCSc3ccccc3)cc2N1	-0.5	3	-3.5	13	7	0	-1	1	1.6
COc1cc(OC)c(S(=O)(=O)NCc2cccnc2)cc1NC(C)=O	-0.1	9	-0.7	7	-9	2	-5	-6	-0.5
CC1(C)OC(=O)C(=NNc2ccccc2)C(=O)O1	.	8	0.3	0	7	-1	-4	-14	0.3
CCOP(=O)(OCC)c1nc(-c2ccc(OC)cc2)oc1N1CCOCC1	-0.1	1	-1.6	13	8	1	3	-8	0.5
CSc1ccc(-c2nc(O)c3cnccn23)cc1	-0.4	12	-0.5	0	-16	3	0	-2	1.8

Whole records, quoted from the list. Order of values: zVAD death inh	PGE2 EP2 inh	TNF death inh	Hck-Nef inh	EP2 modulator	Runt-CBFb FRET	Runt-SMMHC FRET	RBBP9 inhibitor	PERK inh
COc1cc(OC)c(S(=O)(=O)NCc2cccnc2)cc1NC(C)=O is entered as -0.1	9	-0.7	7	-9	2	-5	-6	-0.5
CSc1ccc(-c2nc(O)c3cnccn23)cc1 is entered as -0.4	12	-0.5	0	-16	3	0	-2	1.8
